DUSP1 inh: MKP-1 phosphatase inhibitors, primary screen, biochemical, in vitro; recombinant MKP-1, OMFP hydrolysis fluorescence; inhibition, %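 (compounds tested at a single concentration somewhere between 10 and 100 µM)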; Dual specificity protein phosphatase 1 (Homo sapiens), P28562; AID 374, 2006; actives 0.15% (n = 65,000);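 active = inhibition above about 50%, limit read from the data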;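 also: 0% = DMSO max control wells and 100% = wells with enzyme stopped by NaOH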
FXIIa inh mix: human factor XIIa inhibitors, primary screen, biochemical, pooled compound mixtures, fluorogenic substrate; purified FXIIa; AID 684, 2007; inhibition, % at 5 µM; actives 0.2% (n = 62,000);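 also: 0% = enzyme without compound and 100% = no enzyme blank; some results filed as inactive read as strong as hits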
Abs 340nm: compound light absorbance at 340 nm, profiling panel, artefact control, biochemical, MLSMR library, data from PS, PMK, MK assays; fold change at 10 µM; compound absorbance at 340 nm, fold over control; 65,000 tested, under 10 active;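 active = at 10 µM dose, initial 340 nm absorbance at least 2 fold that of control wells; inactive = change under 2 fold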;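 also: initial absorbance extrapolated from kinetic A340 decline of NADH oxidation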
MMP-13 inhibitor: human MMP13 inhibitors, primary screen, biochemical, FRET peptide cleavage; MMP-13 fTHP FRET cleavage, Mca fluorescence; inhibition, % at 4 µM; actives 0.07% (n = 65,000); Collagenase 3 (Homo sapiens), P45452;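 active = inhibition above the mean of compound-free control plate wells plus 3 SD, cut at about 14% in these data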;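 also: 0% = DMSO wells and 100% = wells with reference MMP-13 inhibitor after basal subtraction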
FXIa inh mix: FXIa protease inhibitors in compound pools, primary screen, biochemical, 10-compound mixtures; purified FXIa, fluorogenic substrate, pooled mixtures; AID 680, 2007; Coagulation factor XI (Homo sapiens), P03951; inhibition, % at 5 µM; actives 0.19% (n = 62,000);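 also: each value is inhibition by a whole ten-compound pool holding the compound; 0% = enzyme with no mixture and 100% = wells lacking enzyme; strong numbers were not always called active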
JNK3 inh: JNK3 kinase activity inhibitors, primary screen, biochemical, human, purified enzyme; inhibition, % at 8 µM; actives 0.61% (n = 60,000); HTS; Mitogen-activated protein kinase 10 (Homo sapiens), P53779; AID 746, 2007; in the data active = inhibition above about 17%;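 also: 0% = DMSO and 100% = reference inhibitor; many of its hits are not listed in these tables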
Target sequence (P53779 whole entry, looked up): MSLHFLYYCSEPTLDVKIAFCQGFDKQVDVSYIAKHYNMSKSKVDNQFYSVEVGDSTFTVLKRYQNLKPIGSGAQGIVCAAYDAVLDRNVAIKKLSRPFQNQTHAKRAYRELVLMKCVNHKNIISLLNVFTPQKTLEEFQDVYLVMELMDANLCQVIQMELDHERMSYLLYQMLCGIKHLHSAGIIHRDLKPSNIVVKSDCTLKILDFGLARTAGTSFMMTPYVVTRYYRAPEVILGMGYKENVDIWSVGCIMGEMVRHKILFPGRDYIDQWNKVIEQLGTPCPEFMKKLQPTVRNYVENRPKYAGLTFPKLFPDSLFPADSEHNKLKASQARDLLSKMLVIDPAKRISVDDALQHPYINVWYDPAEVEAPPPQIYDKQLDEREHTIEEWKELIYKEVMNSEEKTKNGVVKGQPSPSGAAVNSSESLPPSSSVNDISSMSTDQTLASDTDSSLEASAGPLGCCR
Cdc25B block: inhibitors of Cdc25B phosphatase catalytic domain, primary screen, biochemical, OMFP fluorescence | M-phase inducer phosphatase 2 (Homo sapiens), P30305 | recombinant Cdc25B, OMFP fluorescence Ex485/Em525 | inhibition, %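 (compounds tested at 10 µM final in the well)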 | actives 0.1% (n = 65,000) | AID 368, 2006; in the data active = inhibition above about 50%
Target sequence (P30305 whole entry, looked up, the tested form may be a part): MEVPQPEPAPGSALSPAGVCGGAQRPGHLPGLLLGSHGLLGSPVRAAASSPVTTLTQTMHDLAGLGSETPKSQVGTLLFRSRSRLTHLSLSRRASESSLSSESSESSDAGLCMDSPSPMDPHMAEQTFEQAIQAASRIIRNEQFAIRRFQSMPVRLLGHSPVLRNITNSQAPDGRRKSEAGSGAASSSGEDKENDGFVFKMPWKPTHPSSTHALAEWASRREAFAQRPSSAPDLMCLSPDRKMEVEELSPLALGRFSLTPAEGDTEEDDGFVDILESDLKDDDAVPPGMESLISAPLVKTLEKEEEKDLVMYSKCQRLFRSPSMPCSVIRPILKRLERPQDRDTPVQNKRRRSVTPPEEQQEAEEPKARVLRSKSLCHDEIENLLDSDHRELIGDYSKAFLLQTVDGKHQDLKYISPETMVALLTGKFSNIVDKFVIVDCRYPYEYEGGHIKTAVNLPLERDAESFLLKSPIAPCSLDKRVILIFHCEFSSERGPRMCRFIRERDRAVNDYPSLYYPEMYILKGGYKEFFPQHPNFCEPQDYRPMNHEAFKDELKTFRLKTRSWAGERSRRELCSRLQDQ
Hsp90 block: tumor Hsp90 inhibitors, primary screen, cell lysate, fluorescence polarization, NCI-N417 lysate; inhibition, % at 30 µM; Heat shock protein HSP 90-alpha (Homo sapiens), P07900; Cy3B-geldanamycin FP displacement; actives 0.35% (n = 64,000); AID 429, 2006;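 active = inhibition above 50%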;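 also: 0% = tracer plus lysate wells and 100% = tracer alone without lysate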
AP complement: alternative complement pathway inhibitors, primary screen, biochemical, ELISA, human serum, orthogonally pooled compounds; actives 0.08% (n = 62,000); LPS-coated ELISA, C3 deposition; tested in compound mixtures; inhibition, % at 5 µM;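 active = inhibition above 30% in each of the two pooled mixtures holding the compound, so the lower value exceeds 30%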;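 also: 0% = serum in Mg-EGTA without compound and 100% = EDTA serum blank; some compounds past the cut are filed as inactive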
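Assay system: Human serum alternative complement pathway, C3 deposition on LPS-coated wells | Incubation: 1 h serum-compound exposure at 37 °C | Doses: 5 µM per compound in ten-compound mixtures | Read-out: Percent inhibition | Technique: ELISA with HRP anti-human C3 antibody, TMB substrate, absorbance 450 nm | Replication: Two pool placements per compound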
Numbers without * were called inactive; · = not tested or not shown; [ ] = remark or other dose. Rule as the data show it, unless noted: active = inhibition above about 20% (passing the limit was not always enough); inactive = the rest. Not a hit list. Share with any hit: about 1.5%.

SMILES	DUSP1 inh	FXIIa inh mix	Abs 340nm	MMP-13 inhibitor	FXIa inh mix	JNK3 inh	Cdc25B block	Hsp90 block	AP complement
COc1cc(OC)cc(-c2nnc(SCC(=O)N3CCCc4ccccc43)o2)c1	5.8	3.3	1.01	9.9	-4.1	-1.3	-2.7	-0.2	21.3
Cc1cc(C)cc(NC(=O)CSc2nc3c(c(=O)n2C)SC(C)C3)c1 (stereo not given)	9.5	4.4	1.09	0.4	1.2	-10.0	-7.3	0.6	12.2
Cc1ccccc1-c1nc2ccccc2c(=O)n1C1CCS(=O)(=O)C1 (stereo not given)	0.6	4.1	0.99	1.4	3.7	6.9	-8.1	-6.6	16.4
Cc1ccc(O)c(NC(=O)CCCC(=O)O)c1	1.6	1.4	1.02	-3.8	-3.6	3.5	-19.1	16.6	11.9
Cc1ccc(C2/C(=C(/O)c3cnn(-c4ccccc4)c3C)C(=O)C(=O)N2CCN2CCOCC2)o1 (stereo not given)	-5.1	2.9	1.04	-8.9	15.6	-6.0	17.0	-3.7	-11.1
COc1ccc(CN2C(=O)c3ccccc3C2C(=O)NCC2CCCO2)c(OC)c1 (stereo not given)	-1.9	-7.4	0.99	0.6	6.6	-5.1	-11.3	-1.1	7.9
CCOC(=O)C1CCN(c2nc(-c3ccccc3)nc3c2oc2ccccc23)CC1	-16.9	0.5	1.01	-5.6	8.5	-7.1	-12.9	-7.4	4.3
CCOC(=O)c1ccc2c(c1)N(Cc1ccccc1C)C(=O)c1ccccc1S2=O (stereo not given)	4.2	2.7	1.02	4.5	5.9	-0.9	-17.0	2.7	12.5
CC(C)(C)n1nnnc1C(c1ccccc1F)N1CCN(C2CCCC2)CC1 (stereo not given)	-0.4	-0.7	0.98	-3.1	-1.2	0.0	-20.0	-1.4	1.1
CCOC(=O)CCC(=O)c1c(C)oc2ccc(OC)cc12	-1.4	8.8	1	2.6	-5.2	7.9	4.0	0.2	-9.4
CCN(CC)CC(=O)n1c2c(c3ccccc31)CCCC2	0.6	4.4	1.02	-2.6	6.1	-5.3	-8.9	2.8	7.5
COc1ccc2c(c1)C(=O)OC2CC(=O)O (stereo not given)	-33.3	-2.0	0.97	-7.1	-6.4	-0.4	-0.9	7.5	3.3
c1ccc(Cc2nn3c(COc4ccccc4)nnc3s2)cc1	4.3	16.1	1.01	4.7	9.5	-4.1	4.3	-0.6	18.6
c1csc(Cc2nc(-c3ccc(-n4cccc4)cc3)no2)c1	-1.4	-0.1	1.04	-6.7	3.6	-3.2	-3.1	-7.0	7.1
COc1cccc(-c2cc(C(=O)N3C(C)CCCC3C)no2)c1 (stereo not given)	23.8	-0.7	1.04	2.8	0.0	·	-2.7	0.7	-11.5
Cc1cccc(C#N)c1NC1=CC(=O)CC(C)(C)C1	-16.0	2.7	1.03	6.8	3.0	0.6	5.3	-0.2	-17.5
Cc1noc(C)c1COc1cccc(C(=O)Nc2ccc(C#N)cc2)c1	-3.8	-13.8	0.98	-4.3	6.9	-0.7	-4.1	-4.5	1.9
CCSc1nnc(NC(=O)CSc2nccn2-c2cc(C)cc(C)c2)s1	7.0	0.5	0.98	2.9	4.3	3.6	4.1	2.0	0.1
O=C1N(CN2CCC3(CC2)OCCO3)c2ccccc2C12OCCCO2	4.1	0.8	0.99	3.4	9.4	0.5	-12.0	-3.5	8.6
Cc1ccc(Cn2c(=S)[nH]c3ccc(N4CCOCC4)cc3c2=O)o1	9.8	10.5	1.04	-5.8	7.0	·	0.7	-5.1	5.1

A different layout for some results above.
c1ccc(Cc2nn3c(COc4ccccc4)nnc3s2)cc1
  DUSP1 inh = 4.3; FXIIa inh mix = 16.1; Abs 340nm = 1.01; MMP-13 inhibitor = 4.7; FXIa inh mix = 9.5; JNK3 inh = -4.1; Cdc25B block = 4.3; Hsp90 block = -0.6; AP complement = 18.6
CCN(CC)CC(=O)n1c2c(c3ccccc31)CCCC2
  DUSP1 inh = 0.6; FXIIa inh mix = 4.4; Abs 340nm = 1.02; MMP-13 inhibitor = -2.6; FXIa inh mix = 6.1; JNK3 inh = -5.3; Cdc25B block = -8.9; Hsp90 block = 2.8; AP complement = 7.5
CCSc1nnc(NC(=O)CSc2nccn2-c2cc(C)cc(C)c2)s1
  DUSP1 inh = 7.0; FXIIa inh mix = 0.5; Abs 340nm = 0.98; MMP-13 inhibitor = 2.9; FXIa inh mix = 4.3; JNK3 inh = 3.6; Cdc25B block = 4.1; Hsp90 block = 2.0; AP complement = 0.1

(cont.)
SMILES	DUSP1 inh	FXIIa inh mix	Abs 340nm	MMP-13 inhibitor	FXIa inh mix	JNK3 inh	Cdc25B block	Hsp90 block	AP complement
NC(=O)C1(N2CCCCC2)CCN(c2nc(-c3ccccc3)cs2)CC1	25.8	8.0	1.03	-5.2	5.5	-3.8	10.2	0.2	11.8
CCC1CCCCN1CC(=O)c1c(C)[nH]c2ccccc12 (stereo not given)	21.2	-20.4	1.06	-12.6	6.0	12.1	-0.7	-4.3	15.1
COc1ccc(NC(=O)CN(c2cccc(F)c2)S(C)(=O)=O)cc1OC	0.5	6.0	1.04	2.0	3.7	-5.0	-10.4	-2.4	-2.4
COc1cccc2sc(Nc3nc(-c4ccccn4)cs3)nc12	40.1	-27.0	1.04	-2.3	4.7	2.4	-5.0	10.5	-2.7
CCOC(=O)C1=C(CC)OC(N)=C(C#N)C1c1cc(OC)ccc1OC (stereo not given)	6.7	-21.7	1.04	1.2	1.5	-1.1	-6.1	0.2	12.7
O=C(CCCC(=O)N(CC(=O)NC1CCCCC1)Cc1ccco1)Nc1ccccn1	10.7	10.9	1	5.4	0.1	2.4	-0.3	-4.9	-9.1
O=C(CSc1nnnn1Cc1ccccc1)Nc1ccc2c(c1)OCCO2	4.3	-10.8	0.99	1.5	-41.1	4.4	-5.3	-1.1	24.3
c1ccc(-c2noc(CSc3nnnn3-c3ccccc3)n2)cc1	-3.9	5.4	1.03	1.3	3.3	-4.6	-17.0	-2.8	-9.4
CC(C)CCn1c(CN2CCOCC2)nc2c1c(=O)n(C)c(=O)n2C	4.9	2.0	1.05	4.8	-1.7	4.4	-1.1	-2.2	-1.4
CCC(=O)NCCNC(=O)c1c(SC)nsc1SC	7.2	-2.0	1.09	-1.6	5.9	5.0	-12.7	-2.8	17.2
CCOC(=O)c1c(-c2cccs2)csc1NC(=O)c1ccco1	5.0	4.5	1.05	0.2	1.9	1.5	0.1	-3.6	-2.8
Cc1ccc(-c2nnn(CC(=O)O)n2)cc1	3.6	7.2	1.04	-6.0	0.9	·	-2.6	-3.8	7.4
C=C(C)Cn1c(COc2ccccc2)nnc1SCC(=O)O	5.9	-0.5	1.05	4.1	25.1	6.4	1.3	-1.7	1.0
COc1ccc(N2CCN(C(=O)CCS(=O)(=O)c3cccc4nsnc34)CC2)cc1	-1.5	-2.3	1.06	5.7	1.3	·	-11.2	·	3.0
N#CC1=C(N)SC(N)=C(C#N)C1c1ccc(C(F)(F)F)cc1	17.9	-18.7	1.02	-2.7	-6.8	-1.5	-0.8	-11.0	-2.6
O=C(NCCNC(=O)C(c1ccccc1)c1ccccc1)c1ccco1	-13.5	-20.4	1	1.7	6.5	-0.5	-10.4	0.0	26.5
Cn1c(=O)c2c(nc(Cl)n2Cc2ccncc2)n(C)c1=O	-4.8	0.0	1.03	-2.1	-1.5	-5.6	14.4	1.6	13.9
COc1ccc(CNC(=O)c2cnc(C)cn2)c(OC)c1	-17.2	4.6	1.02	5.2	1.0	-9.9	3.5	0.4	-8.5
O=C(NCc1ccc2c(c1)OCO2)c1cnc2ccccn2c1=O	7.3	-16.0	1.13	2.1	5.2	-5.6	1.1	1.0	9.7
CCOC(=O)N1CCC(Nc2cc(C)nc3c(-c4ccccc4OC)c(C)nn23)CC1	12.2	5.5	1.05	0.2	-2.5	2.2	-4.5	-0.1	11.8
O=S(=O)(NC1c2cccc3cccc(c23)C1N1CCN(CCO)CC1)c1ccccc1 (stereo not given)	5.6	3.1	1.01	-1.3	-7.8	6.0	-11.6	-1.5	-1.3
CCOC(=O)C(C)Sc1nc(-c2cccs2)ccc1C#N (stereo not given)	-16.1	·	1.12	-123.0[fluorescence artefact?]	·	0.3	15.1	0.9	·
CCOC(=O)CSC1=C(C#N)C(c2ccccc2OCC)C(C(=O)OCC)C(=O)N1 (stereo not given)	17.1	9.6	1.05	-3.1	6.7	4.5	-3.1	0.7	11.8
CCN(c1ccccc1)S(=O)(=O)c1ccc(N)cc1	-8.6	2.8	1.02	2.3	0.1	2.1	3.5	5.5	20.6
COc1ccc(-c2cc(C(F)F)n3ncc(C(=O)NCCCN4CCCC4=O)c3n2)cc1	16.1	3.0	1.11	-70.8[fluorescence artefact?]	0.0	0.7	-16.4	-3.4	13.1
CCOc1ccc2sc(NS(=O)(=O)c3ccc(OC)c(OC)c3)nc2c1	1.9	2.3	1.02	5.5	6.4	3.9	-7.5	-6.5	11.2
COc1ccccc1OCc1ccc(C(=O)N2CCN3CCCC3C2)cc1 (stereo not given)	18.3	7.3	1.04	3.9	4.6	·	10.2	0.3	16.1
COc1ccc(-c2cc3nc4n(c(=O)c3s2)CCOC4)cc1	-8.4	·	1.05	-193.1[fluorescence artefact?]	·	2.4	-29.0	-7.5	·
Cc1cc(C)c(C#N)c(OCC(=O)c2ccccc2)n1	-13.0	·	1.01	0.8	·	-0.5	17.5	-3.4	·
Cc1cccc2cc(CN(Cc3nnnn3Cc3ccco3)C3CCCC3)c3nnnn3c12	12.6	12.6	1.01	-0.1	-0.2	1.1	-1.4	-6.7	-5.7
CN(Cc1ccccc1)S(=O)(=O)c1ccc2c(c1)n(C)c(=O)n2C	27.3	3.3	1.01	1.7	-0.2	-4.7	-2.6	-4.0	5.3
CC(C)CCn1c(NCCc2ccccc2)nc2c1c(=O)n(C)c(=O)n2C	7.2	10.0	0.98	-1.6	-4.6	-1.9	-7.6	0.6	-3.8
CCCC(C(=O)NC1CCCCC1)N(CC1CCCO1)C(=O)CNS(=O)(=O)c1ccc(F)cc1 (stereo not given)	30.8	-0.4	1	-4.2	5.1	-2.0	-9.3	-3.2	12.0
CCN(CC)C(=O)C1=C(C)NC(=O)NC1c1ccccc1F (stereo not given)	-5.5	3.5	1.06	3.4	-0.2	0.3	-21.4	-1.8	-1.3
Cc1ccc2cc(C#N)c(NCCCNC(=O)C3CCCO3)nc2c1 (stereo not given)	-3.0	-12.1	1.01	-104.6[fluorescence artefact?]	-5.5	·	-14.0	1.0	11.1
Oc1ccc(Br)cc1CN1CCCCCCC1	1.0	-1.0	1.05	-0.5	4.1	-2.3	-1.9	-2.2	10.5
OC(c1ccc(Cl)cc1)c1nnc(-c2ccccc2)o1 (stereo not given)	8.8	2.0	1.02	1.3	5.4	5.9	-1.8	-1.1	11.6
COc1cc(NC(=O)C2CCCN(S(=O)(=O)c3cccc4nsnc34)C2)cc(OC)c1 (stereo not given)	6.1	1.8	1	-0.1	3.1	-3.2	-4.0	-4.1	14.0
CCCCCN(C(=O)NC(=O)Nc1nncs1)S(C)(=O)=O	18.5	3.1	0.99	-0.7	5.1	-2.0	-9.4	-1.6	-7.6
CCN(CC)CCNC(=O)C1CCN(S(=O)(=O)N2CCCCC2)CC1	4.5	-19.9	0.98	0.5	6.6	5.7	-9.0	-7.1	6.2
